# Bioassay records: PubChem BioAssay, Sanford-Burnham Center for Chemical Genomics
# UPR XBP1 act = activators of adaptive arm of unfolded protein response (XBP1); activation, % at 20 µM; CHO-XBP1 luciferase reporter, IRE1-XBP1 UPR activation, luminescence; percent of tunicamycin response, DMSO as zero; hit rate 0.33% among 330,000;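 active = versus positive control, 20 µM dose yields 30% or more activation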;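 also: 100% = tunicamycin at 10 µg/mL and 0% = DMSO only wells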
#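 Material: CHO cell line with stable XBP1 luciferase reporter; schedule: 16-18 h cell attachment at 37 °C, then 6 h compound exposure; signal: glow luminescence from Steady-Glo reagent; medium: serum-containing F12 medium, 10% FBS; benchmarks: tunicamycin 10 µg/mL and vehicle-only wells; read-out: percent activation relative to tunicamycin reference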
# CHOP UPR activ = activators of apoptotic arm of unfolded protein response (CHOP). CHO-CHOP luciferase reporter, UPR activation, luminescence; percent of tunicamycin response over DMSO baseline. activation, % at 10 µM. hit rate 0.34% among 330,000. AID 449763;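 active = at 10 µM dose, activation of 40% or more, normalized to positive control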;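 also: 100% = tunicamycin at 10 µg/mL and 0% = DMSO alone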
#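 System: CHO-CHOP luciferase reporter cell line | Buffer or medium: F12 medium containing 10% fetal bovine serum | Doses: One dose, 10 µM in 0.5% DMSO | Times: 6 h compound exposure at 37 °C after overnight seeding | Signal: Luciferase luminescence | Read-out: % activation vs tunicamycin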
# tim10-1 inh = inhibits growth of tim10-1 mutant yeast | S. cerevisiae tim10-1 ts strain growth, BacTiter-Glo, 24 h | hit rate 2.2% among 330,000 | inhibition, % at 20 µM;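 active = inhibition of at least 40%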;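 also: mutant grown at 25 °C; 0% = DMSO wells with yeast and 100% = wells holding no yeast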
# tim23-1 inh = growth inhibitors of tim23-1 mutant yeast. S. cerevisiae tim23-1 growth, BacTiter-Glo luminescence, 24 h. inhibition, % at 20 µM. hit rate 1.3% among 330,000;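 active = growth inhibition of the mutant yeast at or above 50%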;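 also: temperature-sensitive mutant grown at 25 °C; plate controls were DMSO-treated mutant yeast for no effect and medium wells lacking yeast for full effect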
# APJ ag = APJ receptor agonism; CHO-K1 APJ PathHunter beta-arrestin, luminescence; 0% DMSO wells, 100% apelin; activation, % at 20 µM; hit rate 0.11% among 330,000;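 active = activation more than six SD over the plate average, tested at 20 µM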;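 also: 0% = DMSO alone and 100% = apelin-13 at 10 nM; some results filed as inactive read as strong as hits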
#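 Test system: CHO-K1 APJ beta-arrestin complementation cell line | Compound: Single test compound dose, 20 µM final, 1% DMSO | Incubation: Compound 90 min 25 °C, reagent 1 h | Measured by: beta-gal luminescence | Read-out basis: APJ–arrestin association signal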
# NR3A LBD binder = modulates the human NR3A ligand-binding domain | AID 1259313 | hit rate 2.5% among 340,000 | Tm shift relative to glycine control, % at 25 µM | NR3A LBD differential scanning fluorimetry, Tm shift; 0% = protein alone, 100% = glycine-bound protein;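 active = melting temperature shift of at least 10% of the positive control shift, at one fixed dose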
# Mdm2-MdmX inh = human Mdm2/MdmX binding inhibition. O15151+Q00987. SaOS-2 split-luciferase Mdm2/MdmX complementation, luminescence. inhibition, % at 8 µM. hit rate 3% among 330,000. AID 485346;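 active = inhibition of at least 50% at 8 µM in the primary screen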
# Target sequence (O15151 whole entry, looked up): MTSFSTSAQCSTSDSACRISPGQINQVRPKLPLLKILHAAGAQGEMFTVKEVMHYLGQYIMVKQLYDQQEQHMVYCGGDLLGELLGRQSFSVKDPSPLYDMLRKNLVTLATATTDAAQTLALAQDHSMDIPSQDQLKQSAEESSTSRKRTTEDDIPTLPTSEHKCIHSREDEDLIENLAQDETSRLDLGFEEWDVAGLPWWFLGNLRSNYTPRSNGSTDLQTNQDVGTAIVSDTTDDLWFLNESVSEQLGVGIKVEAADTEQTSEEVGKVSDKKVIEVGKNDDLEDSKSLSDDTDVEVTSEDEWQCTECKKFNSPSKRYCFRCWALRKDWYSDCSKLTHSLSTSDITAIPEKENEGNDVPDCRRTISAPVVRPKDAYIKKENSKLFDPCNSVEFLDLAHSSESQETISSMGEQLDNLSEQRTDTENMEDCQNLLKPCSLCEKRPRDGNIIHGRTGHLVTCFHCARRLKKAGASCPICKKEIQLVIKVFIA
# Target sequence (Q00987 whole entry, looked up): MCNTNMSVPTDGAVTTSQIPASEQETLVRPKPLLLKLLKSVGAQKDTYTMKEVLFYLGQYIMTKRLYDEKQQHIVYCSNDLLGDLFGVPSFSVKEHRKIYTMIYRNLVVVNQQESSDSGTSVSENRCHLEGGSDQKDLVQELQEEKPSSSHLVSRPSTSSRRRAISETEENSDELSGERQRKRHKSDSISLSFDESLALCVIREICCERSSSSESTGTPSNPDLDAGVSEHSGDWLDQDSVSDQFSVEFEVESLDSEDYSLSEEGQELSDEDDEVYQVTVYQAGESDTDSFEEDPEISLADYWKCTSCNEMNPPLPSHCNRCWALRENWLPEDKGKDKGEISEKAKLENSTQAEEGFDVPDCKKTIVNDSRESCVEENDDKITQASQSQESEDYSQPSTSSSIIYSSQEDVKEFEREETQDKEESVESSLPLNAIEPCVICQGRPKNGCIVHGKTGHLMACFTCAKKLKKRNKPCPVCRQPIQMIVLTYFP
# NALP3 yeast inh = blocks the NALP3 inflammasome reconstituted in yeast | AID 2825 | Yeast reconstituted NLRP3/ASC/caspase-1, beta-gal luminescence, 24 h | inhibition, % at 10 µM | hit rate 0.39% among 330,000;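 active = inhibition of 50% or more; inactive = inhibition below 50%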;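 also: plate controls were induced DMSO wells for no effect and uninduced yeast grown without galactose for full effect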
# TIM10 inh = TIM10 yeast growth inhibition | S. cerevisiae TIM10 strain growth, BacTiter-Glo luminescence, 24 h | inhibition, % at 10 µM | hit rate 1.4% among 330,000;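 active = inhibition of 40% or more at the single tested concentration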;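 also: wild-type TIM10 isogenic control strain grown at permissive 25 °C; 0% = DMSO yeast wells and 100% = minimal medium wells without yeast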
# * marks the source's active call; other numbers are inactive results; x = no result given.
# Values run as follows: UPR XBP1 act, CHOP UPR activ, tim10-1 inh, tim23-1 inh, APJ ag, NR3A LBD binder, Mdm2-MdmX inh, NALP3 yeast inh, TIM10 inh
(1) Cn1nc(C(C)(C)C)c(NC(=O)c2ccc(F)cc2)c1C(C)(C)C
    -2, -0.6, 3, -1, -4, 0, 33, 5, 0
(2) CC(=O)Nc1ccc(S(=O)(=O)NCCC(=O)OCC(=O)c2cc(C)ccc2C)cc1
    2, 0.8, -8, 4, 6, 1, 12, 2, -5
(3) COC(=O)c1cccc2c1-c1ccccc1/C2=N\NC(N)=O
    4, -1.4, 40*, 12, 1, -2, -22, 13, 23
(4) C/C(=N\NC(=O)c1csc2ccccc12)c1ccc(O)cc1
    -4, 0.2, 9, 13, 1, -36, 3, 7, -1
(5) CC(C)CCn1c(N2CCc3ccccc3C2)nc2c1c(=O)[nH]c(=O)n2C
    14, -1.4, 3, -17, -3, -2, 39, 18, -2
(6) O=C(O)/C=C/C(=O)Nc1ccc(-c2ccccc2)cc1
    -2, 3.9, 11, 9, -1, 1, 17, -4, 6
(7) COc1cccc(/C=N/NC(=O)c2ccc(-c3ccccc3)cc2)c1O
    3, -3.2, -12, -2, 4, 26*, 76*, 22, 6
(8) CCCCN1C(=O)C(O)=C(C(C)=O)C1c1ccccc1 (stereo unspecified)
    -5, -0.4, 6, 0, 2, -6, -2, 31, -3
(9) CCOc1ccc(NC(=O)CCNS(=O)(=O)c2ccc3c(c2)c(=O)n(C)c(=O)n3C)cc1
    2, 1.6, 9, -3, -4, 0, 30, 8, -7
(10) Nc1nnc(SCCOc2ccc(Br)cc2)s1
    1, 3.7, 21, -13, 3, 1, -16, 21, 12
(11) CCc1ccccc1NC(=O)CNC(=O)c1n[nH]c(=O)c2ccccc12
    2, -1.9, -10, 4, 1, 1, 11, 9, 4
(12) COc1ccc(-c2sc3ccccc3c2-c2ccc(O)cc2)cc1
    5, 2.8, -11, 35, -1, 14*, 37, 23, 35
(13) COc1ccc(Nc2nnc(C)c(=O)[nH]2)cc1
    0, -1.6, 14, -4, -3, 5, -5, -11, 7
(14) COc1cccc(C2CC(=O)Nc3c2c(=O)n(C)c(=O)n3C)c1OC (stereo unspecified)
    -4, -1.7, -17, -1, -4, -1, 15, 13, 2
(15) CN(C)S(=O)(=O)Oc1ccsc1C(=O)Nc1cccc(Cl)c1Cl
    0, 0.4, 21, 24, -3, -13, 36, 21, 9
(16) CN(C)c1ccc(NC(=O)CCN2C(=O)c3cccc([N+](=O)[O-])c3C2=O)cc1
    -1, 0.3, -10, 5, 4, 0, -8, 14, -2
(17) O=C(COC(=O)CNC(=O)c1ccc([N+](=O)[O-])o1)Nc1ncc(C(F)(F)F)cc1Cl
    12, 3.6, 7, 10, 1, 0, 12, 8, -1
(18) COc1ccc(-c2[nH]c(-c3ccc(Cl)cc3)nc2SCC(=O)Nc2nccs2)cc1
    46*, 0.8, -7, 5, 9, 11*, 20, 8, 10
(19) COc1cc(C(=O)O)ccc1OC(C)=O
    1, -1.2, -21, -9, 3, 1, 4, 10, -12
(20) C/C(=N/NC(=O)c1ccc(Br)o1)c1cccs1
    0, 5.1, 1, 12, -3, 0, -42, 14, 6
(21) CCOc1ccc(N(CC(=O)NC2CCCC2)S(=O)(=O)c2c(C)noc2C)cc1
    -1, 1.3, 21, 14, -2, -1, -34, 5, 23
(22) CC(C)N=C(NS(=O)(=O)c1ccc(Br)cc1)c1ccc(Cl)cc1
    -6, -0.1, -2, 7, 1, -1, 26, 5, -3
(23) C=CCN1C(=O)/C(=N/n2cnnc2)c2ccccc21
    -11, 0.7, 9, 14, -3, -1, 3, 12, -1
(24) CC(=O)Oc1cc2c(C(=O)NCCN3CCOCC3)c(C)oc2c2ccccc12
    3, -0.1, -2, 10, 7, -1, 3, 13, 2
(25) COc1ccc(N(CC(=O)NCc2ccco2)C(=O)CCC(=O)Nc2ccccn2)cc1
    -5, -0.2, -3, 21, 4, -3, 1, 10, -2
(26) Nc1nc2ccc(C(=O)Nc3ccccc3)cc2s1
    -1, 1.9, 11, 26, -2, -2, -41, 13, 12
(27) O=C(/C=C/c1ccccc1)NC(=S)Nc1ncccn1
    -8, 0.5, 23, 27, -1, -4, -19, 17, 22
(28) O=C(C[n+]1cccc(NC(=O)c2ccccc2)c1)c1ccc(NC(=O)c2ccccc2)cc1
    -2, -2.6, -15, -67, -4, -1, 21, 7, -9
(29) NNS(=O)(=O)c1ccc(Sc2ccccn2)c([N+](=O)[O-])c1
    -2, 0.5, -8, 7, -2, -2, 17, 12, 5
(30) CSc1ccccc1NC(=O)COC(=O)Cc1ccsc1
    -1, 1.4, 3, 4, -1, -1, -9, 21, 3
(31) Cc1cc(NC(=NC2CC2)c2ccccc2)n(-c2ccccc2)n1
    -5, -0.7, -8, 23, -1, -1, 21, 7, 4
(32) O=c1c(-c2ccc(Oc3ccccc3)cc2)[n+]([O-])c2ccccc2n1OCc1ccccn1
    3, -1.2, 13, -2, 1, -6, 18, 16, 6
(33) Cc1ccc(CNC(=O)COC(=O)c2cc(C)oc2C)cc1
    0, -1.2, 4, -2, -4, 0, -9, 30, -7
(34) CCOC(=O)c1[nH]c2ccccc2c1NC(=O)c1ccc(Br)o1
    1, -1.4, -21, -29, -2, -1, 27, 35, 0
(35) Cc1nccn1CCN(C)Cc1cn(Cc2ccccc2)nc1-c1ccc2c(c1)OCO2
    -1, 1.8, 7, -3, -3, -3, -4, -6, 7
(36) COc1ccc(C)cc1-n1nnnc1SC/C(O)=C(\C#N)c1nc2ccccc2[nH]1
    2, -0.7, 2, -16, 1, 4, 1, 7, -15
(37) O=C(C1CC1)N1N=C(c2ccccc2)CC1(O)C(F)(F)C(F)(F)F (stereo unspecified)
    0, -1.3, 20, 20, -5, 2, 0, 11, 13
(38) COc1ccc(OC)c(N2C(N)=NC(N)=NC23CCCC3)c1
    3, -3.2, -3, 5, 1, -3, -2, 17, 2
(39) Nc1cc(=O)[nH]c(SCC(=O)Nc2ccc(N3CCOCC3)cc2)n1
    0, 0.7, 1, -2, 0, -1, 7, -4, 8
(40) Cc1cc(O)c(/C=N/Nc2ccc(F)cc2)c(=O)o1
    -2, -1.7, -22, 5, 3, 0, -15, 16, -118
(41) O=C(NNC(=O)c1ccc([N+](=O)[O-])o1)c1ccccc1
    1, 0.3, -3, 8, -2, 0, 15, 26, -3
(42) O=C(Cn1c(=O)oc2cc(S(=O)(=O)N3CCCC3)ccc21)NC1CCCc2ccccc21 (stereo unspecified)
    -3, 0.7, -11, -21, -5, -6, 6, 7, -18
(43) CC(Sc1nc2ccccc2n1C)C(=O)NC(c1ccccc1)c1ccccc1 (stereo unspecified)
    -1, 2.2, 20, 33, -5, 1, 19, 1, 26
(44) O=C(CSc1nnc(NC(=O)C2CC2)s1)Nc1ccccc1
    0, 2.7, -10, 4, -2, -5, -34, 10, 9
(45) CCOC(=O)N1CCN(C(=O)CN(c2cccc(C(F)(F)F)c2)S(=O)(=O)c2ccccc2)CC1
    2, 1.7, 19, 27, -4, 0, -14, 12, 31
(46) COc1ccc(/C=C2\S/C(=N/S(=O)(=O)c3cccs3)NC2=O)cc1
    -3, -2.9, -15, 17, -2, -5, 16, 4, 7
(47) O=C(CN(Cc1ccccc1F)S(=O)(=O)c1ccc(Cl)cc1)NCCCO
    -1, -0.1, 8, 18, -2, 0, -16, -4, 8
(48) C=CC[C@H](CC(=O)NCCO)C(=O)N[C@H](COC(=O)[C@@H](CC=C)Cc1ccc(F)cc1)c1ccccc1
    0, -0.5, 14, 24, -2, -4, -2, 6, 2
(49) O=[N+]([O-])c1ccc(N2CCN(c3ccc(F)cc3)CC2)cn1
    -2, 1.4, -36, -16, 0, -1, 2, 7, 10
(50) O=C(O)c1nnn(-c2cccc(C(F)(F)F)c2)c1-c1ccccc1
    -3, -0.4, 3, 15, 2, 1, -13, 5, 13
(51) O=C(CSc1ncccn1)c1ccccc1Br
    -3, 2.6, 9, 1, -3, 1, 5, -12, -3
(52) O=C1CNC(=S)N1CCc1ccccc1Cl
    2, 0.7, -3, 13, -3, -1, 1, 22, 3
(53) Cc1ccc(CNC(=O)c2ccccc2NS(=O)(=O)c2ccc(Cl)nc2)cc1
    -6, 2.9, 23, 26, -5, 3, 28, 18, 6
(54) CCOc1ccc(C(=O)Nc2nnc(S(=O)(=O)N(C)Cc3ccco3)s2)cc1
    6, 1.1, 3, 7, 3, 3, -22, -5, 16
(55) O=C(Nc1ccccc1N1CCCCC1)c1ccc(OC(F)F)cc1
    3, 1.2, 20, 22, -1, 1, -13, 15, 22
(56) CC(=O)c1cnn(-c2cc(Oc3cccc(C)c3)ncn2)c1C
    -1, 1.7, 5, 4, -1, -1, 12, 12, -9
(57) O=C(COc1ncnc2sccc12)N1CCN(c2ccccc2)CC1
    -3, 3.2, -13, -8, -2, 0, -38, -10, -13
(58) CN1CCN(C(c2ccc(C(F)(F)F)cc2)c2cc(Cl)c3cccnc3c2O)CC1 (stereo unspecified)
    13, 33, 43*, 66*, -3, x, 86*, 39, 53*
(59) COc1cc(C(=O)OCCN2CCOCC2)cc(OC)c1OC
    -2, 0.8, -1, 8, -3, -1, 8, 0, -5
(60) O=C(c1ccc(N2CCN(C(=O)c3ccccc3)CC2)cc1)c1cccc(F)c1
    -5, 0.5, 17, 32, 2, 4, 6, 27, 24

# No new results follow: entries from further up.
# Values run as follows: UPR XBP1 act, CHOP UPR activ, tim10-1 inh, tim23-1 inh, APJ ag, NR3A LBD binder, Mdm2-MdmX inh, NALP3 yeast inh, TIM10 inh
(49) O=[N+]([O-])c1ccc(N2CCN(c3ccc(F)cc3)CC2)cn1
    -2, 1.4, -36, -16, 0, -1, 2, 7, 10
(50) O=C(O)c1nnn(-c2cccc(C(F)(F)F)c2)c1-c1ccccc1
    -3, -0.4, 3, 15, 2, 1, -13, 5, 13
(51) O=C(CSc1ncccn1)c1ccccc1Br
    -3, 2.6, 9, 1, -3, 1, 5, -12, -3
(52) O=C1CNC(=S)N1CCc1ccccc1Cl
    2, 0.7, -3, 13, -3, -1, 1, 22, 3
(53) Cc1ccc(CNC(=O)c2ccccc2NS(=O)(=O)c2ccc(Cl)nc2)cc1
    -6, 2.9, 23, 26, -5, 3, 28, 18, 6
(54) CCOc1ccc(C(=O)Nc2nnc(S(=O)(=O)N(C)Cc3ccco3)s2)cc1
    6, 1.1, 3, 7, 3, 3, -22, -5, 16
(55) O=C(Nc1ccccc1N1CCCCC1)c1ccc(OC(F)F)cc1
    3, 1.2, 20, 22, -1, 1, -13, 15, 22
(56) CC(=O)c1cnn(-c2cc(Oc3cccc(C)c3)ncn2)c1C
    -1, 1.7, 5, 4, -1, -1, 12, 12, -9
(57) O=C(COc1ncnc2sccc12)N1CCN(c2ccccc2)CC1
    -3, 3.2, -13, -8, -2, 0, -38, -10, -13
(58) CN1CCN(C(c2ccc(C(F)(F)F)cc2)c2cc(Cl)c3cccnc3c2O)CC1 (stereo unspecified)
    13, 33, 43*, 66*, -3, x, 86*, 39, 53*
(59) COc1cc(C(=O)OCCN2CCOCC2)cc(OC)c1OC
    -2, 0.8, -1, 8, -3, -1, 8, 0, -5
(60) O=C(c1ccc(N2CCN(C(=O)c3ccccc3)CC2)cc1)c1cccc(F)c1
    -5, 0.5, 17, 32, 2, 4, 6, 27, 24
